Screening data as filed in PubChem BioAssay.
UGM FP inh – M. tuberculosis UGM enzyme inhibitors, primary screen, biochemical, fluorescence polarization, single point | purified UGM, fluorescence polarization probe displacement | inhibition, % at 10 µM | 0.06% of 320,000 active | AID 504406, 2011; in the data active = inhibition above about 10%, passing the limit was not always enough; inconclusive = no clear call, values can overlap the other calls
PrPC surface inh – inhibitors of human cell surface prion protein PrPC, primary screen, cell-based, TR-FRET | Major prion protein (Homo sapiens), P04156 | inhibition, % at 13.8 µM | 0.43% of 370,000 active | AID 720596, 2013 | TR-FRET read-out; in the data active = inhibition above about 24%; also: 0% = median of the test wells and 100% = reference compound wells
BoNT F protease – BoNT/F light chain protease inhibitors, primary screen, biochemical, flow cytometry, MLPCN library. Botulinum neurotoxin type F light chain protease (Clostridium botulinum). Multiplex microsphere protease cleavage assay. AID 588497, 2011. 0.22% of 360,000 active. inhibition, % at 10 µM; in the data active = inhibition above about 35%, passing the limit was not always enough; inconclusive = no clear call, values can overlap the other calls; also: plate controls were buffer without enzyme for full effect and enzyme alone for no effect
MazF activator – activators of E. coli MazEF toxin-antitoxin RNase, primary screen, biochemical, fluorescence, uHTS; Endoribonuclease toxin MazF (Escherichia coli (strain K12)), P0AE70; FAM/BHQ RNA-DNA oligo cleavage fluorescence, 5 h; activation, % at 20 µM; 0.32% of 350,000 active; AID 504720, 2011; in the data active = activation above about 50%
Target sequence (P0AE70 whole entry, looked up): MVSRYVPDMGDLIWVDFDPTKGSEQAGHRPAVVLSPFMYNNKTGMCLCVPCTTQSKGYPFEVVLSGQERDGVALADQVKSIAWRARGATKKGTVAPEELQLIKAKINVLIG
FBA Mtb inh – Mtb FBA enzyme inhibitors, primary screen, biochemical, fluorescence, strain H37Rv; Fructose-bisphosphate aldolase (Mycobacterium tuberculosis (strain ATCC 25618 / H37Rv)), …; purified M. tuberculosis FBA, fluorescence read-out; inhibition, % at 1 µM; 2.3% of 360,000 active; in the data active = inhibition above about 27%;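 also: 0% = vehicle and 100% = reference inhibitor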
Target sequence (P9WQA3 whole entry, looked up): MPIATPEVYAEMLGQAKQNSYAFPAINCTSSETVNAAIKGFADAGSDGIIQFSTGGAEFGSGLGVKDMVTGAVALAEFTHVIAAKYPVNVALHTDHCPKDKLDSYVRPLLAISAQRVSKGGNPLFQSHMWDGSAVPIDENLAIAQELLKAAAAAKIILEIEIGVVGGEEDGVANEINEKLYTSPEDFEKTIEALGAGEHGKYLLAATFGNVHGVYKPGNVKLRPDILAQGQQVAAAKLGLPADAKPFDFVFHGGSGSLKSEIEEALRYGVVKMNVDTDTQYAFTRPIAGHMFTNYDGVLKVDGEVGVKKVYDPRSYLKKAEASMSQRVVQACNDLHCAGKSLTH
Rv3671c inh – Rv3671c serine protease inhibitors, primary screen, biochemical, fluorescence polarization, M. tuberculosis H37Rv | inhibition, % at 5.96 µM | P9WHR9 | AID 2606, 2010 | 0.048% of 320,000 active; in the data active = inhibition above about 38%;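 also: extracellular domain of Rv3671c used as enzyme; 0% = enzyme with DMSO and 100% = no enzyme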
Target sequence (P9WHR9 whole entry, looked up, the tested form may be a part): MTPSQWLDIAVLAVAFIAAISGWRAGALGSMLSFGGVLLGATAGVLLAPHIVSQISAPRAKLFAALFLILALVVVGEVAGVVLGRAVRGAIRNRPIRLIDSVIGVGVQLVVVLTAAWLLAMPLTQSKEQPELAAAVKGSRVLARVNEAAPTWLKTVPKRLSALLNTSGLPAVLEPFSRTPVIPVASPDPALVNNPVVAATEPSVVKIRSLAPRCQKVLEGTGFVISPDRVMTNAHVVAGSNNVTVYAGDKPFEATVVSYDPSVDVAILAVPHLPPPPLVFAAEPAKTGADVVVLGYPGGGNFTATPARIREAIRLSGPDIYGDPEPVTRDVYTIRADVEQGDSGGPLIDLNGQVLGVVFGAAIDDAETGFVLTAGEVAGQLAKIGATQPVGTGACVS
FadD28 binding – inhibitors of FadD28 bisubstrate probe binding, primary screen, biochemical, fluorescence polarization, single point; Mycobacterium tuberculosis FadD28 fatty-acid-AMP ligase; inhibition, % at 12.5 µM; 0.22% of 360,000 active; in the data active = inhibition above about 8.5%, passing the limit was not always enough; inconclusive = no clear call, values can overlap the other calls
GDH-TPI inh – GDH-TPI coupling enzyme inhibitors, primary screen, artefact control for M. tuberculosis FBA inhibitor project, biochemical, absorbance, full deck. 1.2% of 360,000 active. GDH-TPI coupled enzyme counterscreen, NADH absorbance. inhibition, % at 4.8 µM; in the data active = inhibition above about 30%;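 also: 0% = DMSO wells and 100% = wells lacking the enzyme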
Mtb BioA inh – M. tuberculosis BioA enzyme inhibitors, primary screen, biochemical, plate reader, single point, HTS. purified M. tuberculosis BioA enzyme. inhibition, % at 9.99 µM. 0.096% of 360,000 active. AID 602481, 2012; in the data active = inhibition above about 40%; inconclusive = no clear call, values can overlap the other calls
Active calls of the source: *; ? = inconclusive; · = not tested or not shown.

SMILES	UGM FP inh	PrPC surface inh	BoNT F protease	MazF activator	FBA Mtb inh	Rv3671c inh	FadD28 binding	GDH-TPI inh	Mtb BioA inh
COC(=O)Nc1sc2c(c1C(=O)NCc1ccco1)CCCC2	1.2	8	4	0	5	-7	-2.6	-4	-1.6
OC(c1ccccc1)(c1nc(-c2ccc3ccccc3c2)cs1)C(F)(F)F (stereo not given)	·	2	0	·	-1	·	-2.8	0	-0.6
Cc1c(CCC(=O)O)c(=O)oc2cc3occ(C(C)(C)C)c3cc12	0.1	2	-11	5	21	4	-1.8	12	·
Cc1cccc2sc(N(CCCN(C)C)C(=O)c3ccc(S(=O)(=O)N4CCc5ccccc5C4)cc3)nc12	-3.3	-17	4	8	-2	-10	-3.1	-4	-2.2
COc1cccc(CNC(=O)CCNS(=O)(=O)c2ccc3c(c2)CC(C)N3C(C)=O)c1 (stereo not given)	0.2	7	3	1	2	7	-0.5	4	0.7
Cc1ccc(Cn2nc(C)cc2C(=O)Nc2ccccc2Cl)cc1	0.1	6	14	10	-1	-2	-4.0	-6	-0.2
CC(=O)c1ccc(NC(=O)c2noc3c2CCCCC3)cc1	-3.6	-3	4	13	0	-5	0.0	9	-0.1
CCOC(=O)Cc1csc(NS(=O)(=O)c2ccc(NC(C)=O)cc2)n1	-1.4	-3	?	-14	0	·	-0.2	3	-1.4
CCCCC(=O)Nc1ncc2c(n1)CC(C)(C)CC2=O	3.7	-2	2	0	147*	-4	-4.1	-5	1.8
CCOC(=O)C1=CCC(c2cccc(C)c2)N(S(=O)(=O)c2ccc(C)cc2)C1 (stereo not given)	·	3	-8	·	-1	·	0.9	·	-2.5
CCC(C(=O)NC1CCCCC1)n1c(SCc2ccc(F)cc2)nc2ccncc21 (stereo not given)	0.7	1	-3	-2	-2	-7	-2.8	-3	0.7
Cc1cc2c(cc1C)C(=O)C(=O)N2	·	2	-3	0	-3	·	-5.0	7	·
Cc1cc2c(s1)CCCCC(=O)N2	-1.2	6	3	0	3	7	-3.0	-15	-0.8
Cc1nc(C)c(C(=O)N2CCCC(C(=O)c3ccc4ccccc4c3)C2)s1 (stereo not given)	1.0	1	3	-6	6	6	-1.6	12	3.6
c1cc(C2CCCCC2)ccc1Oc1nc(N2CCOCC2)nc(N2CCOCC2)n1	0.4	-1	2	-18	-10	2	-3.3	-11	-0.8
COc1cccc(CN2C(=O)c3ccccc3C2C(=O)NCC2CCCO2)c1 (stereo not given)	0.7	5	-6	4	0	-1	0.6	-1	-0.8
Oc1ccccc1CN1CCN(C(O)(c2ccccc2)c2ccccc2)CC1	2.5	-14	-24	4	-1	-1	-2.4	2	-0.6
CCCCN(C(=O)c1ccc(C)c(S(=O)(=O)N2CCOCC2)c1)c1c(N)n(CC(C)C)c(=O)[nH]c1=O	0.6	4	-7	5	0	2	-0.4	2	-0.2
CN(Cc1ccccc1)C(=O)CCC1CCN(S(=O)(=O)N(C)C)CC1	0.5	-4	-17	3	3	1	0.1	0	1.8
O=C(CN1C(=O)c2ccccc2C1=O)c1ccc(F)cc1	2.6	-3	?	10	-2	2	·	-3	-1.2
COCCNC(=O)C1CCCN(Cc2ccccc2Cl)CC1 (stereo not given)	·	·	-3	·	-3	·	-2.8	0	-2.3
CS(=O)(=O)c1ccccc1C(=O)N(CCC1=CCCCC1)c1c(N)n(Cc2ccccc2)c(=O)[nH]c1=O	·	5	1	-8	1	-2	-2.3	-7	0.6
O=S(=O)(Nc1nc(CN2CCOCC2)nc2sc3c(c12)CCCC3)c1cc(F)ccc1F	3.0	11	-7	-2	3	2	-1.5	5	-1.9
Cn1nnc(NC(=O)C(c2ccccc2)c2ccccc2)n1	-2.9	7	6	2	-3	-4	-2.5	-4	-1.0
COc1ccc(S(=O)(=O)N2CCCC2C(=O)NCC(=O)Nc2cccc(Cl)c2C)cc1 (stereo not given)	-0.5	9	1	8	0	-1	-4.0	1	0.2
O=S(=O)(c1ccccc1)N1CCN(C(=S)Nc2ccc(Br)cc2)CC1	0.0	0	-10	-3	2	·	-1.8	9	0.9
CCOc1ccc(C(=O)C2CCN(CC(=O)Nc3ccccc3N3CCOCC3)CC2)cc1	0.2	7	-5	-7	3	-8	-3.0	4	0.0
O=C(COC(=O)/C=C/c1ccccc1)Nc1cccnc1Cl	0.1	-3	3	0	-3	2	-3.9	-4	-0.5
Cc1cc(Oc2ccc(=O)n(C)n2)nc(Oc2ccc(=O)[nH]n2)n1	-0.4	-2	-5	2	1	4	-2.7	-8	-1.6
O=C(NC1CCCC1)c1cc(-c2ccccc2Cl)on1	-0.7	1	2	3	-2	6	-3.8	-15	-0.1
Cn1ccnc1SCC(=O)Nc1cc(C(F)(F)F)ccc1N1CCOCC1	-0.1	-4	1	4	-1	-3	-2.8	9	·
C/C(=N/NC(=O)c1nnn(-c2nonc2N)c1CSc1ccc(Cl)cc1)c1ccncc1	·	1	10	-27	0	·	-1.9	6	0.0
CC(C)CNC(=O)Cn1nc(C(F)(F)F)c2c1CCCC2	1.2	3	-2	0	-1	-6	-1.4	1	·
COCCCNC(=S)N(CCO)Cc1cc2cc3c(cc2[nH]c1=O)OCO3	-2.3	2	?	-4	31*	·	0.4	21	-0.3
CCCCc1c(C)c(C#N)c2nc3ccccc3n2c1Nc1c(C)n(C)n(-c2ccccc2)c1=O	0.2	-8	10	1	3	1	1.8	7	-1.4
COCC(C)NC(=O)c1ccccc1[N+](=O)[O-] (stereo not given)	2.2	-7	2	13	1	-2	0.6	3	0.2
CCOC(=O)C1CCCN(CCc2ccccc2)C1 (stereo not given)	-1.2	-12	?	2	4	·	-0.6	-5	2.0
NC(=O)N(N)c1nc(N2CCCC2)nc(N2CCCC2)n1	-1.2	5	7	4	1	4	-0.3	3	-0.4
CCn1c(=NC(=O)CSC(C)=O)sc2ccccc21	1.8	-2	1	3	0	-4	-3.2	5	·
CC(C)CNS(=O)(=O)c1ccc(CC(C)C)cc1	-3.0	2	1	-7	0	8	-2.1	7	·
O=C(Nc1ccon1)c1ccc(Cl)c(S(=O)(=O)N2CCCCC2)c1	1.3	3	4	8	1	-3	-1.7	12	-0.3
Cc1c(C(=O)NCCCN2CCCC2=O)oc2ccccc12	2.1	-5	3	3	3	5	-1.4	-2	-0.3
CCCCCCCCCCS(=O)(=O)N/N=C/c1ccc([N+](=O)[O-])cc1	0.7	-3	9	-3	-4	2	-1.1	13	0.2
COc1ccc(C(=O)CC(=O)C(=O)Nc2cc(Cl)c(OC)cc2OC)cc1	1.5	-3	0	7	0	4	-0.6	16	·
CCOC(=O)C1=CCN(S(=O)(=O)c2ccc(C)cc2)C1c1ccc(C)cc1 (stereo not given)	·	9	-12	·	5	·	-1.9	·	-0.1
CC1(C(=O)NS(=O)(=O)c2ccc(Cl)cc2)CCN1C(=O)Cc1ccc(Cl)cc1Cl (stereo not given)	·	-1	2	·	0	·	0.5	11	-0.2
Cc1nccn1CCCNC(=O)CC1C(=O)NCCN1Cc1ccc(F)cc1Cl (stereo not given)	-0.8	0	10	2	3	5	-0.7	5	-1.4
O=C(NNC(=O)c1cc(Br)c(Br)s1)c1csc(N2CCOCC2)n1	-0.9	-3	-54	-1	-3	-23	-2.8	15	·
CCn1cc(C(=O)NCCCN(CC(C)C)CC(C)C)c(=O)c2cc(S(=O)(=O)N(C)C3CCCCC3)ccc21	-1.5	-9	0	-1	-2	-2	0.0	4	-0.6
Oc1ccc(/C=N/Nc2nccnc2Cl)c(O)c1	1.2	25*	-14	9	-1	5	1.9	26	·
CN(C)S(=O)(=O)N1CCCC(C(=O)c2ccc(-c3ccccc3)cc2)C1 (stereo not given)	-0.1	-11	-2	-30	5	0	-1.7	-1	·
CCCCn1c(C)cc2cc(O)ccc21	-1.4	-3	?	11	0	1	-3.7	0	-1.7
C[C@@H]1COC(=O)[C@H](CC(=O)OC(C)(C)C)C/C=C\C[C@@H](CC(=O)N[C@H](CO)Cc2ccccc2)C(=O)N1	0.6	-4	1	0	2	3	-0.2	7	-1.3
c1csc(-c2ccc3ccccc3n2)c1	1.6	-11	4	2	25	-4	-4.1	11	-1.6
COc1ccc(OC)c(S(=O)(=O)N2CCC(C(=O)NCc3cccnc3)CC2)c1	-0.7	-6	-19	9	1	5	-0.1	1	-2.3
Cc1ccc(C)c(NC(=O)c2cc(-c3cccnc3)nc3ccccc23)c1	-2.4	0	0	11	-2	6	-3.9	-1	·
Cc1ccc(OCC(=O)NNC(=O)c2ccc(F)c(S(=O)(=O)N3CCOCC3)c2)cc1C	·	0	-3	12	0	·	-4.1	-1	-2.3
CCOC(=O)c1c(S(=O)(=O)NCc2ccc(OC)cc2)c(C)n(C)c1C	-3.0	3	0	5	-1	-5	-2.6	2	-1.6
O=C(OCC(=O)N1CCCC1=O)c1ccc(O)cc1O	-1.1	-2	5	6	-1	3	0.5	7	·
Cc1ccc(S(=O)(=O)NC(N)=NCCc2ccccc2)cc1C	-0.4	8	32	0	0	-14	-2.9	-1	·

(more compounds)
SMILES	UGM FP inh	PrPC surface inh	BoNT F protease	MazF activator	FBA Mtb inh	Rv3671c inh	FadD28 binding	GDH-TPI inh	Mtb BioA inh
COC(=O)CNC(=O)c1ccc(NS(=O)(=O)c2cc([N+](=O)[O-])ccc2Cl)cc1	-0.3	-11	-7	-3	2	14	-2.1	8	-0.9
Cc1ccccc1Nc1nc(N)nc(COC(=O)c2nn(C)c(=O)c3ccccc23)n1	·	6	-4	6	-4	·	-0.1	12	-0.2
N/C(=N\N=C/c1ccc(Br)cc1)N/N=C\c1ccc(Br)cc1	0.4	-6	-1	-1	1	2	-1.4	12	-3.3
O=C(Nc1ccc(-c2nc3cccnc3s2)cc1)c1cccnc1Cl	0.1	-10	2	20	11	6	-6.2	23	0.6
CC(C)=CCCC(C)CN1CCC(n2nccc2NC(=O)C2CCCC2)CC1 (stereo not given)	-0.4	-8	6	2	1	-4	-0.9	-1	1.6
O=C(O)CCSCCCN1C(=O)c2cccc3cccc(c23)C1=O	1.7	-9	-2	3	2	3	-0.6	16	·
CCCCC(=O)Nc1nnc(S(=O)(=O)N2CCCc3ccccc32)s1	-1.3	1	-7	-5	0	4	-2.1	10	0.8
COc1cc(NS(=O)(=O)c2ccc(NC(=O)c3ccc(F)cc3)cc2)ncn1	3.7	-2	-1	-1	4	-7	-0.7	6	1.4
CCOC(=O)CC1C(=O)NCCN1C(=O)COc1ccc(C(C)(C)C)cc1 (stereo not given)	-5.5	-10	-1	11	0	6	-3.1	-3	-0.7
CC1(C)C(C(N)=O)C(=O)NC(=O)C1C(N)=O (stereo not given)	·	-4	-9	4	-4	·	-2.7	0	-1.3
CCC(C)[C@H](NC(=O)c1cc2cc(Cl)ccc2n1C)C(=O)N1CCC(C(=O)O)CC1 (stereo not given in full)	-0.2	10	-10	0	5	-1	·	-4	-2.0
